WT yeast gro inh: growth inhibition of WT yeast, mitochondrial fusion screen. mitochondrial fusion phenotypic screen, WT strain. inhibition, % at 10 µM. 2.1% of 190,000 active; in the data active = inhibition above about 58%; tested in S. cerevisiae
PhoP inhibition: PhoP-dependent GFP reporter repression – Salmonella Typhimurium, primary screen (AID 1863); S. Typhimurium PhoP-regulated promoter GFP reporter, 4 h; higher % means a stronger effect; one-dose inhibition, % at 50 µM; IC50 in µM for titrated hits; 0.16% of 300,000 active;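 active = inhibition over 29.93%, a cutoff 3 SD above the screen mean, later confirmed by dose response; inconclusive = inhibition over 29.93% but no dose response follow-up; inactive = inhibition at most 29.93% or unconfirmed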;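 also: 0% = low Mg2+ inducing control and 100% = high Mg2+ repressing control; strong numbers were not always called active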
Siah-1 displacement: blockers of Siah-1 interaction with plectin peptide – biochemical, fluorescence polarization, rhodamine-plectin, uHTS, primary screen (AID 1817) | displacement, % at 20 µM, or IC50 in µM where a hit was titrated | 0.02% of 290,000 active | Siah-1 / rhodamine-plectin peptide fluorescence polarization; higher % means a stronger effect;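 active = displacement of at least 50% at 20 µM, with a fluorescence ratio check between 0.3 and a set limit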;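 also: plate controls were Siah plus tracer with DMSO for no effect and tracer alone without Siah for full effect; strong numbers were not always called active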
Myeloid diff MLP: compounds promoting myeloid differentiation. ER-HoxA9 myeloid progenitors, lysozyme-GFP differentiation, flow cytometry. calls only at 10 µM. 1% of 360,000 active. AID 624256;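 active = normalized GFP-positive differentiation at or above the plate's own cutoff, the solvent-only control mean plus 3 SD; inconclusive = no clear call, values can overlap the other calls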;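 also: cells exposed to compound for four days before flow analysis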
human PMI inhibition: inhibitors of human PMI, primary screen, biochemical, fluorescence intensity, coupled assay (AID 1209); 0.42% of 190,000 active; inhibition, % at 20 µM; hits with a dose series show IC50 in µM; purified PMI enzyme, coupled fluorescence intensity; higher % means a stronger effect;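 also: plate controls were DMSO vehicle for no effect and wells lacking substrate for full effect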
XIAP antagonists: small molecules displacing peptide from XIAP – biochemical, IAP family, fluorescence polarization (AID 1018); 0.007% of 200,000 active; XIAP BIR domain, fluorescence polarization peptide displacement; higher % means a stronger effect; displacement, % at 20 µM; hits with a dose series show IC50 in µM; in the data active = displacement above about 50%; also: a part of the inactive calls stands beside numbers as strong as those of hits
TNAP activation fold: stimulation of alkaline phosphatase TNAP activity – biochemical, luminescent, no phosphate acceptor, uHTS, primary screen (AID 1001); 0.03% of 200,000 active; purified TNAP, luminescent activation assay, no phosphate acceptor; higher activation fold means a stronger effect; one-dose activation fold at 20 µM; EC50 in µM for titrated hits; in the data active = activation fold from about 3, or a potency from the dose series; inactive = the rest, 99 in 100 with activation fold below about 1.6; also: many of its hits are not listed in these tables
human PMI inhibitors: MPI inhibition at elevated mannose 6-phosphate – biochemical, fluorescence intensity, high mannose 6-phosphate, primary screen (AID 1220) | inhibition, % at 20 µM; hits with a dose series show IC50 in µM | recombinant PMI enzyme, coupled fluorescence intensity; higher % means a stronger effect | 0.66% of 190,000 active
RSV CPE inhibition: inhibition of RSV-induced cytopathic effect – HEp-2 cells, primary 10 µM value included (AID 2391) | HEp-2 cells, RSV-induced CPE inhibition; higher % means a stronger effect | one-dose CPE inhibition, % at 10 µM; IC50 in µM for titrated hits | 0.13% of 310,000 active; in the data active = a potency from the dose series; inconclusive = CPE inhibition mostly from about 23% at the one dose, without a potency; inactive = the rest, 99 in 100 with CPE inhibition below about 21%; also: strong numbers were not always called active
WT yeast gro inh mutant strain: second read-out of WT yeast gro inh, no call of its own (marks repeat the call); inhibition, %; mitochondrial fusion phenotypic screen, mutant strain inhibition
Myeloid diff MLP GFP+ MAC1+ %: recorded beside Myeloid diff MLP, whose call it bears; GFP+ MAC1+ double positive, %; measured here: differentiation confirmed by MAC1 staining
An asterisk follows results filed as active; i = inactive; ? = inconclusive; . = not tested or not shown; + = active, no number. Rule as the data show it, unless noted: active = inhibition above about 50%; inactive = the rest.

SMILES | WT yeast gro inh | WT yeast gro inh mutant strain | PhoP inhibition | Siah-1 displacement | Myeloid diff MLP | Myeloid diff MLP GFP+ MAC1+ % | human PMI inhibition | XIAP antagonists | TNAP activation fold | human PMI inhibitors | RSV CPE inhibition
CCOc1ccc2nc(SC3CC(=O)N(c4cccc(OC)c4)C3=O)sc2c1 (stereo not given) | 32 | 45 | 1% | 3% | i | 0.1 | 13% | -4.5% | 1.3 | -1% | 12%
COc1cccc(/C(C)=N/Nc2ncc(Cl)cc2Cl)c1 | 36 | 18 | 2% | 5% | i | 1.2 | 7% | 0.1% | 1.2 | -4% | 3.0%
O=c1[nH]c2cc3c(cc2cc1CN(Cc1nnnn1CC1CCCO1)C1CCCC1)OCO3 (stereo not given) | 0 | 4 | 3% | -3% | i | 1.5 | -3% | -8.3% | 1.1 | -6% | 2.1%
O=C(COc1ccccc1)N1CCN(S(=O)(=O)c2ccc(Br)cc2)CC1 | . | . | 5% | -4% | i | 1.7 | . | . | . | . | 0.0%
CCOc1ccc(S(=O)(=O)NCc2ccc(OC)cc2)c2cccnc12 | -21 | -17 | 6% | -1% | i | 0.2 | -2% | -7.7% | 1 | 12% | 1.4%
CCN(C(=O)c1cn(C)c(=O)c2ccccc12)c1ccccc1F | . | . | 5% | 1% | i | 0.4 | . | . | . | . | 0.8%
Cc1nnc(SCC(=O)Nc2ncc3c(n2)CCCC3=O)s1 | 26 | 7 | -3% | -2% | i | 0.7 | -6% | -7.1% | 0.9 | 0% | 2.9%
COc1ccccc1N1CCN(Cc2nc(N)nc(Nc3ccccc3)n2)CC1 | 46 | 23 | 5% | 1% | i | 0.3 | -10% | -5.9% | 1 | -5% | 12%
Cc1ccccc1-n1nnnc1SCC(=O)N(C)C1CCS(=O)(=O)C1 (stereo not given) | 5 | 1 | 0% | 3% | i | 0.7 | 4% | -9.1% | 1 | 3% | 0.8%
CC(=O)Nc1cccc(/C(C)=N/NC(=O)c2ccccc2Cl)c1 | 17 | 22 | -1% | 2% | i | 5.5 | 5% | -4.8% | 1.1 | 6% | 1.1%
O=C(NC1CCCCC1)NC1(C(=O)NCCCN2CCOCC2)CCCCC1 | -9 | -1 | 3% | -4% | i | 3.0 | 0% | -6.2% | 1.1 | -8% | 2.4%
CC(C)(C)c1ccc(C(=O)NCC(=O)N2CCCC2)cc1 | . | . | -4% | -1% | i | 0.6 | . | . | . | . | 0.7%
Cc1ccc(N2CC(C(=O)Nc3ccc(S(=O)(=O)NCC4CCCO4)cc3)CC2=O)cc1C (stereo not given) | . | . | -1% | 8% | i | 0.8 | . | . | . | . | 3.4%
N#Cc1ccc(C(=O)Nc2nnc(-c3ccccn3)o2)cc1 | -9 | 10 | -6% | 5% | i | 0.6 | 7% | -5.9% | 0.9 | 9% | 0.2%
N#CNC(N)=Nc1cccc(Cl)c1 | 19 | 26 | 5% | 0% | i | 0.5 | 8% | -2.0% | 1 | 2% | 3.5%
COc1ccccc1NC(=S)N(CCN(C)C)C(C)c1ccncc1 (stereo not given) | . | . | -3% | -2% | i | 0.3 | . | . | . | . | 0.0%
O=C(NCCCN1CCOCC1)c1cc(-c2ccccc2F)no1 | . | . | 5% | 4% | i | 1.2 | . | . | . | . | 0.5%
CCN(C(=O)CSc1nnc(NC2CCCCC2)s1)C1CCS(=O)(=O)C1 (stereo not given) | 15 | 22 | -8% | 2% | i | 3.9 | 3% | -3.4% | 1.1 | -4% | -1.1%
COC(=O)C(C)Oc1cc(OC(C)C(=O)OC)c2c(-c3ccccc3)cc(=O)oc2c1 (stereo not given) | . | . | -2% | -2% | i | 0.3 | . | . | . | . | 0.8%
CN(C)S(=O)(=O)N1CCC(Oc2cccc(C(=O)N3CCSCC3)c2)CC1 | . | . | -1% | 0% | i | 0.8 | . | . | . | . | 1.6%
COc1ccc(S(=O)(=O)N2CCN(C)CC2)c2ccccc12 | 12 | 2 | 2% | -4% | i | 2.2 | 15% | -0.4% | 1.1 | 12% | -0.7%
CN(C)c1cccc(C(=O)Nc2cccc(S(=O)(=O)NC3=NCCC3)c2)c1 | . | . | -5% | 2% | i | 0.6 | . | . | . | . | 1.8%
O=C(NCc1ccccc1)C1CCCN(S(=O)(=O)c2ccc(F)cc2)C1 (stereo not given) | . | . | 0% | 11% | i | 3.2 | . | . | . | . | 1.1%
c1cc(SSc2ccncc2)ccn1 | . | . | 9% | -5% | i | 0.3 | . | . | . | . | -0.2%
CCOC(=O)c1ccc(N2C(=O)CC(N3CCCC(C)C3)C2=O)cc1 (stereo not given) | -10 | 27 | -1% | -3% | i | 0.6 | -6% | -3.7% | 1.2 | 5% | 1.4%
CC(=O)c1cccc(N(CC(=O)NC2CCCCC2)C(=O)CNC(=O)c2cccs2)c1 | . | . | 4% | -4% | i | 2.3 | . | . | . | . | 0.4%
O=C(CCN1C(=O)/C(=C/c2ccc(F)cc2)SC1=S)Nc1cc([N+](=O)[O-])ccc1O | . | . | 2% | -7% | i | 0.4 | . | . | . | . | 13%
C=CCN1CC(=O)N2Cc3[nH]c4ccccc4c3C[C@H]2C1=O | . | . | -2% | -4% | + | 7.4* | . | . | . | . | 0.2%
C=CCn1c(COc2ccccc2)nnc1SCC(=O)NCC(=O)OCC | -5 | -2 | 5% | -3% | i | 0.2 | 6% | -1.3% | 1.1 | 6% | 1.4%
COc1ccc(C(=O)NCc2ccccn2)cc1 | -14 | 5 | -2% | 7% | i | 3.0 | -3% | -11% | 1.1 | -8% | -0.2%
CCCS(=O)(=O)N1CCCC(C(=O)NCC2CCCO2)C1 (stereo not given) | 22 | 9 | 10% | 2% | i | 1.1 | -3% | 1.8% | 1.1 | -5% | 1.7%
CC(=O)C1=C(NC(=O)c2ccc(C(F)(F)F)cc2)C[C@@H]2[C@H]1C2(C)C | . | . | -3% | -2% | i | 0.3 | . | . | . | . | 3.8%
O=[N+]([O-])c1cccc(-n2nnnc2CN2CCCCCC2)c1 | 0 | -10 | 5% | 8% | i | 1.3 | 10% | -1.4% | 1.1 | 12% | 0.9%
CCOc1ccc2nc(NC(=O)C3CCCN(S(=O)(=O)c4c(C)noc4C)C3)sc2c1 (stereo not given) | . | . | -7% | -1% | ? | . | . | . | . | . | 8.2%
O/N=C\c1cccn1-c1nccs1 | -1 | -5 | 0% | 1% | i | 0.4 | 4% | -10% | 1 | 2% | -0.3%
CC(C)(C)OC(=O)N[C@@H](Cc1ccccc1)c1nnc(SCC(=O)c2ccc(Cl)cc2)o1 | 14 | 11 | -11% | -3% | i | 0.7 | 9% | -15% | 1 | 5% | -0.1%
COc1ccccc1CC(=O)Nc1cccc(C(=O)Nc2nccs2)c1 | . | . | -12% | -2% | i | 0.3 | . | . | . | . | 2.8%
Cc1cc(C)nc(SCc2ccc3nonc3c2)n1 | 6 | -2 | 2% | 1% | i | 4.7 | 9% | -5.5% | 1 | -3% | 0.3%
O=C(Oc1ccccc1N1C(=O)CCC1=O)c1ccco1 | 1 | -13 | 3% | 5% | i | 0.5 | -9% | -1.8% | 1.1 | -4% | -0.1%
CCCCCCCOC(=O)c1nc(Cl)c(Cl)c(N)c1Cl | 85* | 25* | 7% | 1% | i | 0.6 | 17% | -1.7% | 1.1 | 21% | 3.2%

2 of these compounds in another layout:
Below each SMILES: WT yeast gro inh | WT yeast gro inh mutant strain | PhoP inhibition | Siah-1 displacement | Myeloid diff MLP | Myeloid diff MLP GFP+ MAC1+ % | human PMI inhibition | XIAP antagonists | TNAP activation fold | human PMI inhibitors | RSV CPE inhibition
> CC(=O)c1cccc(N(CC(=O)NC2CCCCC2)C(=O)CNC(=O)c2cccs2)c1
 : . | . | 4% | -4% | i | 2.3 | . | . | . | . | 0.4%
> CCCS(=O)(=O)N1CCCC(C(=O)NCC2CCCO2)C1 (stereo not given)
 : 22 | 9 | 10% | 2% | i | 1.1 | -3% | 1.8% | 1.1 | -5% | 1.7%

Following part
SMILES | WT yeast gro inh | WT yeast gro inh mutant strain | PhoP inhibition | Siah-1 displacement | Myeloid diff MLP | Myeloid diff MLP GFP+ MAC1+ % | human PMI inhibition | XIAP antagonists | TNAP activation fold | human PMI inhibitors | RSV CPE inhibition
CCOC(=O)C1CCN(C(=O)COc2ccc(Cl)cc2)CC1 | -6 | -12 | -9% | 1% | i | 0.2 | 0% | -2.9% | 1.1 | -8% | 1.5%
Cc1ccc(-n2nnnc2-c2cnc3cc4c(cc3c2C)OCO4)cc1 | 4 | -4 | 0% | -7% | i | 2.6 | 19% | -6.9% | 1 | 8% | 21%
Cc1nn(-c2cccc(C(F)(F)F)c2)c(Cl)c1/C=N/n1cnnc1 | 25 | 6 | -4% | -1% | i | 0.3 | -1% | -7.5% | 1 | 15% | 8.1%
O=S(=O)(c1cccs1)N1CCC(CO)(Cc2ccc(Cl)cc2)CC1 | 26 | 30 | -3% | 0% | i | 0.1 | 13% | -7.3% | 1 | 8% | 17%
Nn1c(SCC(=O)NC2CCCCC2)nnc1C1CC1 | 12 | 20 | 3% | -6% | i | 2.0 | 12% | -0.9% | 1.1 | 9% | 3.9%
CC(C)COc1cccc(C(=O)NC(=S)NCc2cccnc2)c1 | 40 | 14 | 5% | 5% | i | 0.9 | 18% | -5.9% | 1 | 15% | 3.8%
S=C(NCC1CCCO1)Nc1cccc2ccccc12 (stereo not given) | -8 | -14 | 5% | 6% | i | 0.6 | -3% | -4.6% | 1.1 | 2% | -0.2%
COc1ccc(CC(NC(C)=O)C(=O)N2CCN(C(=O)N(C(C)C)C(C)C)CC2)cc1 (stereo not given) | 3 | -15 | 3% | -1% | i | 6.9 | 2% | -4.8% | 1.1 | -2% | 3.3%
Cc1ccc2[nH]c(=O)c(CN(Cc3nnnn3C3CCCC3)C3CCCCC3)cc2c1 | 2 | -3 | -7% | -3% | i | 1.2 | 3% | 1.2% | 1.1 | 12% | 4.0%
CC(C)OCCCNC(=O)CN1C(=O)CC(C)(C)S(=O)(=O)c2ccccc21 | -8 | 3 | -10% | 1% | i | 2.2 | 5% | -4.6% | 1.1 | 16% | -0.7%
COC(=O)c1cc(COc2ccc3ccc(=O)oc3c2)c(C)o1 | -12 | -13 | 6% | 0% | i | 0.4 | 6% | -4.8% | 1.2 | 8% | 1.5%
CCOC(=O)c1nnn(-c2nonc2N)c1CNc1ccc(C)c(Br)c1 | 4 | -11 | -2% | 6% | i | 0.5 | 21% | -0.6% | 1.1 | 18% | 2.7%
CC(=O)n1cc([C@H]2C=C(C(=O)Nc3ccccc3)O[C@@H](OCc3ccc(CO)cc3)C2)c2ccccc21 | 13 | -2 | -6% | 4% | ? | . | 12% | -4.9% | 1.1 | 7% | -0.4%
COc1cc(C(=O)NC2CCN(CC(=O)Nc3cccc(C)c3C)CC2)cc(OC)c1OC | . | . | -4% | 0% | i | 0.2 | . | . | . | . | -1.7%
CC1(C)Cc2ccccc2C(=O)N1 | 5 | 10 | 9% | 1% | i | 0.8 | 8% | -0.3% | 1.1 | 2% | 0.5%

Source: PubChem

Outcome played no part in choosing rows. About 3.1% of those tested had a hit in this group.
